From PubChem
Scp1 inh = Scp-1 phosphatase inhibitors, primary screen, biochemical, colorimetric, uHTS. Carboxy-terminal domain RNA polymerase II polypeptide A small phosphatase 1 (Homo …. Recombinant Scp1, phosphopeptide, malachite green phosphate absorbance. inhibition, % at 20 µM. 0.88% of 340,000 active;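 active = inhibition above about 50% at 20 µM, limit read from the data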;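 note: plate controls were DMSO wells with enzyme for no effect and wells lacking enzyme for full effect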
Target sequence (Q9GZU7 76-261 limits assumed): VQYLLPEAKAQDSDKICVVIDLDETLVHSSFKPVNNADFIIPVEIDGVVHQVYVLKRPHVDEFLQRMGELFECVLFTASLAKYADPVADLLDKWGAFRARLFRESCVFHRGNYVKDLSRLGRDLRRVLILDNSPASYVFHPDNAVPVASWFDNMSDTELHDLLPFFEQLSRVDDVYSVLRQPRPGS
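Test system: SCP-1 phosphatase catalytic domain, residues 76-261; measured by: colorimetric phosphate reagent with accelerator and stabiliser, absorbance at 630 nm; timing: enzyme reaction 45 min at room temperature, colour 5 min, stabilisation 30 min; also added: Phosphorylated 17-residue peptide substrate; compound dosing: one concentration, 20 µM, with 1.0% DMSO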
Rpn11 inh = Rpn11 (PSMD14) deubiquitinase inhibitors, primary screen, biochemical, fluorescence polarization, uHTS. AID 588493, 2011. human 26S proteasome, Ub4-pepOG fluorescence polarization; 20S core pre-blocked with epoxomicin. 0.59% of 360,000 active. calls only at 20 µM. 26S proteasome non-ATPase regulatory subunit 14 (Homo sapiens), O00487;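 active = inhibition at 20 µM, scaled to each plate's controls, above about 33%, limit read from the data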
Target sequence (O00487 whole entry, looked up): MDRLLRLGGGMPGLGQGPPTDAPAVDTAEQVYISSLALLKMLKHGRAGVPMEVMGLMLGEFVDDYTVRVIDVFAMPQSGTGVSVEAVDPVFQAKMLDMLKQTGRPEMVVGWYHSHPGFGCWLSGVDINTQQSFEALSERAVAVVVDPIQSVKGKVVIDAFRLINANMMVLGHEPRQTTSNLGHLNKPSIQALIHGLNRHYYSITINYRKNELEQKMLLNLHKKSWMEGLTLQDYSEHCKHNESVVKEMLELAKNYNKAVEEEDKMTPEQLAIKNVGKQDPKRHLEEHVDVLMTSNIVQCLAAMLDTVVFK
SUMO1 PPI mod = modulators of SUMO1 protein-protein interactions, primary screen, biochemical, uHTS. Small ubiquitin-related modifier 1 (Homo sapiens), P63165. SUMO1 binding to a labelled peptide, TR-FRET, 1 h. AID 602429, 2012. 0.33% of 360,000 active. inhibition, % at 20 µM; in the data active = inhibition above about 37%
Target sequence (P63165 whole entry, looked up): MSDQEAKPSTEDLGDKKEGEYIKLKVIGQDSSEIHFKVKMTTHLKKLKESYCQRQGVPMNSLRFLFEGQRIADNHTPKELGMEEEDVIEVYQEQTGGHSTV
LMPTP inh = LMPTP phosphatase inhibitors, primary screen, biochemical, fluorescence intensity, uHTS; Low molecular weight phosphotyrosine protein phosphatase (Homo sapiens), P24666; recombinant LMPTP-A, OMFP fluorogenic substrate; inhibition, % at 20 µM; 0.22% of 360,000 active;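 active = compounds that cut the enzyme signal by at least half of the control window in the single-dose screen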;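 note: plate controls were DMSO wells with enzyme plus substrate for no effect and substrate without enzyme for full effect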
Target sequence (P24666 whole entry, looked up): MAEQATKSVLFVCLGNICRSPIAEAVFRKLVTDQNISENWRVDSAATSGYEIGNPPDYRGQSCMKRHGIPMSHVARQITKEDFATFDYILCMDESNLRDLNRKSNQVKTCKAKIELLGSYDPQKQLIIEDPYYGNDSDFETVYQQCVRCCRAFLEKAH
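Test system: LMPTP-A phosphatase enzyme. Amount: LMPTP-A at 0.625 nM final in the reaction. Reagent: OMFP substrate, 400 µM final. Times: 50 min at room temperature. Signal: endpoint fluorescence intensity from OMFP dephosphorylation. Read-out basis: % inhibition. Benchmarks: no-enzyme and uninhibited controls.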
STEP block = STEP phosphatase inhibitors, primary screen, biochemical, fluorescence intensity, uHTS | recombinant STEP, OMFP fluorogenic substrate | inhibition, % at 20 µM | 0.25% of 360,000 active | AID 588621, 2011;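 active = inhibition at 20 µM, scaled per plate between control wells, above about 37%, limit read from the data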;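 note: 0% = DMSO with enzyme and substrate and 100% = substrate only without enzyme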
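material = STEP tyrosine phosphatase | reagent = fluorogenic phosphatase substrate OMFP at 25 µM final | doses = single compound dose of 20 µM, 1% DMSO final | schedule = 20 min reaction, room temperature, in the dark | measured by = fluorescence, 480/540 nm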
Neddyl block = inhibitors of cullin neddylation, primary screen, biochemical, TR-FRET, uHTS, NAE and Ubc12; NEDD8-conjugating enzyme Ubc12 (Homo sapiens) + NEDD8-activating enzyme E1 regulatory …; calls only at 25 µM; 0.58% of 360,000 active; AID 651699, 2012; in the data active = inhibition above about 36%
Rin1-Abl PPI inh = inhibitors of Rin1-Abl protein binding, primary screen, biochemical, TR-FRET; Tyrosine-protein kinase ABL1 (Homo sapiens) + Ras and Rab interactor 1 (Homo sapiens), …; inhibition, % at 7.35 µM; 0.4% of 360,000 active; in the data active = inhibition above about 5%, passing the limit was not always enough
NadD inh = inhibitors of S. aureus NadD, primary screen, biochemical, colorimetric, uHTS; purified NadD enzyme, colorimetric absorbance read-out; 0.78% of 360,000 active; inhibition, % at 20 µM; Nicotinate-nucleotide adenylyltransferase NadD (Staphylococcus aureus N315); AID 602399, 2012; in the data active = inhibition above about 26%; note: some compounds past the cut are filed as inactive
DNMT1 inh = human DNMT1 methyltransferase inhibitors, primary screen, biochemical, molecular beacon, fluorescence, HinP1I cleavage, uHTS; AID 588458, 2011; 0.83% of 360,000 active; inhibition (reported as % activation of signal), % at 10 µM; in the data active = inhibition above about 50%
CSN inh = inhibitors of CSN-mediated cullin deneddylation, primary screen, biochemical, fluorescence polarization, uHTS; COP9 signalosome complex subunit 5 (Homo sapiens), Q92905; inhibition, % at 12.5 µM; 0.38% of 360,000 active; Purified CSN, SCF-Nedd8-OG deneddylation;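 active = pattern-corrected inhibition above about 35%, with an unprinted fluorescence ratio check between 0.5 and 1.5, limit read from the data, passing the limit was not always enough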;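 note: 0% = enzyme with substrate and 100% = substrate without enzyme; some results filed as inactive read as strong as hits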
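Test system: Human Csn5 produced in HEK293T cells | Compound: 12.5 µM single point | Times: 90 min, room temperature | Signal: Fluorescence polarization readout | Read-out basis: % inhibition of substrate cleavage by Csn5 | Controls: no-enzyme wells high, enzyme-with-substrate wells low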
Starred values were filed as active, the others as inactive; i = inactive; · = no result given.

Scp1 inh,Rpn11 inh,SUMO1 PPI mod,LMPTP inh,STEP block,Neddyl block,Rin1-Abl PPI inh,NadD inh,DNMT1 inh,CSN inh,SMILES
-6,i,1,-1.7,-2,i,0,9,0,5,Cc1c(C(=O)N2CCCCC2)c(S(=O)(=O)N2c3ccccc3CC2C)c(C)n1C (stereo not given)
-8,i,-24,0.3,-1,i,-3,-8,1,-4,O=C(COC(=O)c1ccc(O)cc1)Nc1ccccc1[N+](=O)[O-]
38,i,2,-0.4,-4,i,0,20,2,0,Cc1ccc(CCCOC(=O)C[N+]2(C)CCOCC2)cc1
-15,i,-4,-2.4,2,i,0,-2,2,1,CCC(=O)N1c2ccccc2C(N(C(C)=O)c2ccccc2)CC1C (stereo not given)
-4,i,0,-1.3,-3,i,1,2,5,3,O=C1CN(S(=O)(=O)c2ccccc2)c2ccccc2N1
0,i,-2,-0.3,-1,i,-7,-10,-3,-12,CCOC(=O)CSc1nnc(CNC(=O)c2ccco2)n1C
-9,i,-16,-2.2,2,i,0,-5,0,-1,CN1CCN(c2ccc(NC(=O)c3ccc(-c4cccc([N+](=O)[O-])c4)o3)cc2)CC1
-10,i,0,-1.4,-3,i,-1,1,-1,2,Oc1ccccc1OCC(O)c1ccccc1 (stereo not given)
9,i,10,0.9,-1,i,1,11,23,8,Cc1ccc(-n2cccc2/C=C2/NC(=O)N(CC(=O)Nc3cccc(C)c3)C2=O)cc1
·,i,3,-1.2,2,i,1,-2,2,-3,O=C(NCc1cccnc1)c1[nH]c(C(F)(F)F)nc1-c1ccccc1
·,·,-4,1.1,·,i,·,·,·,0,CC(C)(C)NC(=O)C(c1ccc(C(F)(F)F)cc1)n1c(=O)c(-c2ccccc2)nc2ccccc21 (stereo not given)
-8,i,1,0.1,0,i,-2,-2,-2,1,COCCCN1C(=O)CS/C1=N\S(=O)(=O)c1ccccc1
-5,i,-3,0.6,-2,i,4,10,-8,-2,O=C1CC(N2CCN(S(=O)(=O)c3cccc(C(F)(F)F)c3)CC2)C(=O)N1Cc1ccccc1 (stereo not given)
33,i,12,-1.4,0,i,3,6,2,-2,COc1ccc(C2CC(=O)Nc3ccccc3S2(=O)=O)cc1OC (stereo not given)
-5,i,-8,0.5,0,i,-2,-4,0,-4,CCOc1ccc(OCc2cccc(C(=O)N/N=C/c3cccnc3)c2)cc1
-5,i,1,0.0,-4,i,-2,-10,-4,0,CCN1CCCC1CNS(=O)(=O)c1ccc(C(=O)Nc2ccccc2)cc1 (stereo not given)
-6,i,-24,0.1,-4,i,4,-4,0,-8,CCOCCCn1cnc2c(c1=O)c1nc3ccccc3nc1n2-c1ccc(C)cc1
0,i,5,1.7,1,i,0,-2,-1,-3,COCCNC(=O)c1c[nH]c2ccc(S(=O)(=O)N3CCc4ccccc43)cc2c1=O
-9,i,14,5.7,1,i,-1,38*,1,5,COc1ccccc1/C=C1\S/C(=N/NC(=O)c2cccc(Br)c2)NC1=O
-3,i,-23,1.5,3,i,-1,-2,-1,0,CCOC(=O)CN1C(=O)S/C(=C\c2ccc(-c3cccc(C(=O)O)c3C)o2)C1=O
-7,i,-2,-0.5,3,i,3,6,2,1,Cc1cc(C)c(C#N)c(SCC(=O)N(C)C2CCCCC2)n1
-1,i,-1,0.0,0,i,1,-1,-3,0,O=C(CN1CCC(n2nnc3cc(F)ccc32)CC1)NCc1ccco1
-4,i,1,0.0,0,i,2,-2,-1,1,CCc1c(C)nc2ncnn2c1N1CCC(C(=O)NCc2ccc3c(c2)OCO3)CC1
-11,i,1,0.2,-2,i,0,2,7,-3,COc1ccc(NC(=O)c2sc3nc(N4CCOCC4)c4c(c3c2N)CCCC4)c(OC)c1
-9,i,-2,0.2,-1,i,-1,-3,-2,6,CSc1ccc(CNC(=O)CCn2ccc3cc(S(=O)(=O)N4CCCC4)ccc32)cc1
8,i,16,0.5,-1,i,-2,0,0,-5,Cc1ccc(-n2cccn2)c(CN2CCCC(C(=O)c3sccc3C)C2)c1 (stereo not given)
10,i,2,-0.5,0,i,0,1,4,-2,CCOCCn1c(SCc2ccc(C)cc2)nc2c1c(=O)[nH]c(=O)n2C
-3,i,-2,-1.5,1,i,3,-7,0,0,CCOc1ccc2nc(N3CCCC(C(=O)NCCCN4CC(C)CC(C)C4)C3)sc2c1 (stereo not given)
-10,i,-3,0.7,0,i,-1,2,-2,-3,O=C(/C=C\NCC(=O)c1ccccc1)c1ccc(F)cc1
-4,i,-3,-0.3,4,i,0,12,1,-2,COc1cc(-c2nc3oc4ccccc4c(=O)c3c(=O)n2Cc2ccco2)cc(OC)c1OC

Some entries already given, reduced to NadD inh and Rpn11 inh.
structure	NadD inh	Rpn11 inh
CCOCCCn1cnc2c(c1=O)c1nc3ccccc3nc1n2-c1ccc(C)cc1	-4	i
COCCNC(=O)c1c[nH]c2ccc(S(=O)(=O)N3CCc4ccccc43)cc2c1=O	-2	i

Additional records.
Scp1 inh,Rpn11 inh,SUMO1 PPI mod,LMPTP inh,STEP block,Neddyl block,Rin1-Abl PPI inh,NadD inh,DNMT1 inh,CSN inh,SMILES
-3,i,-4,-1.7,-2,i,0,5,-3,3,Cc1ccc(CNC(=O)C2CCCN(S(=O)(=O)c3c(C)n[nH]c3C)C2)cc1 (stereo not given)
-10,i,1,-2.1,-1,i,0,0,1,0,Cc1cc(OCCN2CCOCC2)nc2ccccc12
-4,i,0,-1.4,1,i,-2,5,1,-5,O=C(CN(Cc1ccccc1Cl)C(=O)CCC(=O)Nc1nccs1)NCC1CCCO1 (stereo not given)
-4,i,1,5.0,-2,i,2,14,-14,-8,CCN(C[C@H]1N[C@@](Cc2ccccc2)(C(=O)OC)[C@H]2C(=O)N(Cc3ccccc3)C(=O)[C@@H]12)C(=O)Nc1ccc(C(F)(F)F)cc1
-7,·,-3,2.5,-3,·,-4,25,2,17,Cc1cccc(S(=O)(=O)c2c(N)n(Cc3ccco3)c3nc4ccccc4nc23)c1
-5,i,0,0.2,-2,i,4,-9,-4,0,CCOC(=O)c1ccc(NC(=O)CCNS(=O)(=O)c2cccs2)cc1
·,i,4,-3.3,2,i,1,0,-1,1,O=C(NCCCN1CCCC1)c1[nH]c(C(F)(F)F)nc1-c1ccccc1
-11,i,0,-1.2,2,i,0,-9,-1,-1,Cc1ccc(S(=O)(=O)Nc2nc(C)c(C)s2)cc1
-4,i,-4,-1.7,0,i,-3,4,27,2,Cc1cc(C(=O)CSc2nnc(-c3ccc(F)cc3)o2)c(C)n1CC1COc2ccccc2O1 (stereo not given)
0,i,3,-2.2,1,i,0,3,0,6,COc1ccc(NC(=O)CSc2nnc(-c3ccccn3)n2N)cc1Cl
-2,i,-5,-0.3,-3,i,5,-2,0,0,O=C(COC(=O)c1cc[n+]([O-])cc1)Nc1ccc(Cl)cc1C(F)(F)F
·,i,-4,-0.8,1,i,-4,5,-2,-2,CC1(C(=O)O)CCCN1C(=O)c1ccccc1OC(F)(F)F (stereo not given)
-5,i,-3,-0.2,-1,·,-5,-4,-3,1,c1csc(-c2nnc(-c3ccc(N4CCOCC4)cc3)o2)c1
3,i,0,1.5,5,i,2,12,1,2,Cc1c(C)c2ccc(Oc3ccc([N+](=O)[O-])cc3C(F)(F)F)c(C)c2oc1=O
-8,i,-4,-1.4,1,i,4,0,2,1,C=CCNC(=S)Nc1ccccc1
·,i,4,-1.4,4,i,3,-1,3,6,O=C(Nc1cccc(Cl)c1)ON1CCCCC1
-6,i,1,-2.0,-2,i,-2,-10,1,3,CCCC(=O)Oc1ccc(C2NC(=O)c3ccccc3O2)cc1 (stereo not given)
0,i,-1,2.3,-2,i,8,10,-7,0,NNc1nc(-c2ccccc2)cc(-c2ccccc2O)n1
-5,i,5,0.5,0,i,0,0,2,3,COc1ccc(NC(=S)N2CCN(C(=O)C3CCCO3)CC2)cc1 (stereo not given)
·,i,5,0.3,0,i,-1,4,-12,-2,CCn1c(SCC(=O)N2CCC(C)CC2)nc2c([nH]c3ccccc32)c1=O
1,i,-23,-0.1,-1,i,2,-4,2,-2,O=C(CN1CCCCCC1)Nc1ccc([N+](=O)[O-])cc1Br
-11,i,3,-6.6,-1,i,-2,2,0,-2,OCCN1CCOCCN(CCO)CCOCC1
-11,i,2,-0.9,1,i,1,1,8,1,Cc1ccc2c(c1)N(C(=O)CCC(=O)N1CCCCC1)CCO2
-4,i,1,-5.5,-5,i,2,-5,-1,3,CC(=O)CSc1nnc(-c2ccc(S(=O)(=O)N3CCC(C)CC3)cc2)o1
·,i,-1,0.9,0,i,-1,1,3,-6,COc1cc(NC(=O)c2cc(-c3ccc(F)cc3OC(C)C)n[nH]2)cc(OC)c1OC
-2,i,-2,-0.5,-3,i,5,-1,1,0,Cc1ccn2c(=O)nc(SCC(=O)NCCc3ccccc3)nc2c1
·,i,2,2.6,0,i,-2,5,3,0,CCc1nc2c(OCC3COc4ccccc4O3)cccn2c1N(C)C(=O)c1cccs1 (stereo not given)
-2,i,6,-0.7,0,i,-1,1,1,4,CCn1c(SCC(=O)NC2=NCCS2)nnc1C(C)NC(=O)c1ccc(Cl)cc1 (stereo not given)
-8,i,-2,0.7,-2,i,-1,-1,2,-4,O=C(NCC1(c2ccccc2)CCCC1)c1ccccc1Br

Single records (already shown). Values in the order: Scp1 inh | Rpn11 inh | SUMO1 PPI mod | LMPTP inh | STEP block | Neddyl block | Rin1-Abl PPI inh | NadD inh | DNMT1 inh | CSN inh
Cc1ccn2c(=O)nc(SCC(=O)NCCc3ccccc3)nc2c1 in the list: -2 | i | -2 | -0.5 | -3 | i | 5 | -1 | 1 | 0
CCCC(=O)Oc1ccc(C2NC(=O)c3ccccc3O2)cc1 (stereo not given) in the list: -6 | i | 1 | -2.0 | -2 | i | -2 | -10 | 1 | 3
O=C(Nc1cccc(Cl)c1)ON1CCCCC1 in the list: · | i | 4 | -1.4 | 4 | i | 3 | -1 | 3 | 6
Cc1ccc(-n2cccn2)c(CN2CCCC(C(=O)c3sccc3C)C2)c1 (stereo not given) in the list: 8 | i | 16 | 0.5 | -1 | i | -2 | 0 | 0 | -5
O=C(CN1CCCCCC1)Nc1ccc([N+](=O)[O-])cc1Br in the list: 1 | i | -23 | -0.1 | -1 | i | 2 | -4 | 2 | -2
